Assay outcomes as filed in PubChem.
Rac1 wt GTP bind = alters GTP binding to wildtype human Rac1; 0.27% of 190,000 active; P63000; AID 757; GTP binding activity (% of control), % at 10 µM; GST-Rac1 beads, fluorescent GTP binding, flow cytometry; actives lie on both sides; 0 = cold GTP competed, 100 = untreated;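 active = GTP binding activity at least 20 points away from the 100% control level, either lower or higher; inconclusive = compound flagged as likely green fluorescent, judged across all proteins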
Pf gametocyte = kills late stage P. falciparum gametocytes; P. falciparum stage V gametocytes, ATP luminescence, 24 h; inhibition, % at 10.9 µM; 0.065% of 150,000 active; AID 743093;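 active = inhibition above the mean plus 3 SD of compounds within the control limits, set per campaign, cut at about 38% in these data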;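 note: 0% = DMSO wells and 100% = medium only without gametocytes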
HRas wt GTP bind = modulators of GTP binding to human HRas wildtype; GST-Ras wt beads, Bodipy-FL-GTP binding, flow cytometry; actives lie on both sides; P01112; GTP binding activity, % at 10 µM; 0.14% of 190,000 active;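 active = GTP binding activity at least 20% away from the 100% baseline, either lowered as inhibitor or raised as activator; inconclusive = flagged as likely green fluorescent, judged across all proteins in the well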;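 note: 0% = unlabeled GTP competition control and 100% = no-compound control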
Target sequence (P01112 whole entry, looked up): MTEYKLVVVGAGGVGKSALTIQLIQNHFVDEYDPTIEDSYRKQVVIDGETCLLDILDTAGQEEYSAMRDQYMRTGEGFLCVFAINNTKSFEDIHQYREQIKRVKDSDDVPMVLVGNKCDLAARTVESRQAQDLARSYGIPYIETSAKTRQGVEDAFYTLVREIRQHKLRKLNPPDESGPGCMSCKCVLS
Cdc42 wt GTP = human Cdc42 wildtype GTP binding change, either direction; GST-Cdc42 beads, Bodipy-GTP binding, flow cytometry; actives lie on both sides; percent activity (GTP binding), % at 10 µM; 0.2% of 190,000 active; AID 761;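 active = percent activity GTP binding at least 20 points away from the 100% baseline, either down as inhibitor or up as activator; inconclusive = compound flagged as likely green fluorescent from well-wide comparison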;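 note: median bead fluorescence of bound Bodipy-FL-GTP at 100 nM; 0% = excess unlabeled GTP control and 100% = no compound control; below 100% means less GTP binding so inhibitor and above means activator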
Target sequence (P60953 whole entry, looked up): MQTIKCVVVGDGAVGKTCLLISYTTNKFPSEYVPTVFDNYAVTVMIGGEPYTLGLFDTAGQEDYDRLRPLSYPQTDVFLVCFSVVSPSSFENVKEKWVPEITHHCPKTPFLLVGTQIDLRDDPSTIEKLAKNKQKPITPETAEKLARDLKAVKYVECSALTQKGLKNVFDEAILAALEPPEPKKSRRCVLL
Mcl-1 Bim block = human Bim-Mcl-1 interaction inhibition; Q07820; Bead-based flow cytometry, Bim peptide-Mcl-1 binding; inhibition, % at 10 µM; 0.1% of 190,000 active; AID 1009; in the data active = inhibition above about 40%;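 note: 0% = no compound tracer wells and 100% = peptide blocker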
Target sequence (Q07820 whole entry, looked up): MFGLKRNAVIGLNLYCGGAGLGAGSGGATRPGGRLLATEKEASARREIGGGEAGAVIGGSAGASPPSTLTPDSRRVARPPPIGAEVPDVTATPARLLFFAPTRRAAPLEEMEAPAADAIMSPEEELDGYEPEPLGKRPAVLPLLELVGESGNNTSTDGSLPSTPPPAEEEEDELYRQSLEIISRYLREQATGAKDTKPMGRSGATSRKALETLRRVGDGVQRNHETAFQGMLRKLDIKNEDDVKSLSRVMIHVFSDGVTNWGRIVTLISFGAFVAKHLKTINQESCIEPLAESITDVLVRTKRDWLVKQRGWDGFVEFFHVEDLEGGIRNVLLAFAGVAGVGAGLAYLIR
Mcl1 Bid PPI = disrupts binding of human Mcl-1 to Bid peptide. Q07820. TR-FRET Mcl-1/Bid-Dy647 peptide binding, 1536-well. inhibition, % at 21.7 µM. 0.97% of 220,000 active. AID 1021;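 active = compounds that cut the binding signal by more than half at the single screening dose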;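 note: His-tagged Mcl-1 with europium anti-His antibody binding Bid BH3 peptide; 0% = Mcl-1 plus peptide wells and 100% = peptide-only wells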
Mcl1-Noxa inh = Mcl-1/Noxa interaction inhibition; TR-FRET Mcl-1/Noxa peptide binding, 2 h; inhibition, % at 21.7 µM; 1.5% of 220,000 active;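 active = compounds that cut the protein-peptide binding signal by more than 50% relative to plate controls in a single-dose test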;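 note: His-tagged Mcl-1 with rhodamine Noxa BH3 peptide and terbium anti-His antibody; 0% = Mcl-1 plus Noxa peptide wells and 100% = peptide-only wells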
Avidin bead fluor = avidin bead compound fluorescence profile; fluorescence (KMESF) at 10 µM; AID 1775; 0.38% of 220,000 active; Avidin beads, compound fluorescence 488/530 nm, flow cytometry; active compounds read high; in the data active = fluorescence above about 47; note: inactives centre near 10
Rab7 wt modul = modulators of GTP binding to dog Rab7 wildtype GTPase. GST-Rab7 beads, fluorescent GTP binding, flow cytometry; actives lie on both sides; untreated = 100%, excess cold GTP = 0%. GTP binding activity (percent of control), % at 10 µM. 0.055% of 190,000 active. AID 758;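 active = fluorescent GTP binding to Rab7 beads changed by at least 20 points from the 100% baseline, either direction, mostly lower; inconclusive = compound itself probably fluorescent, or too few beads counted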;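 note: median green fluorescence of bound Bodipy-FL-GTP per Rab7 bead population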
Rab2A wt mod = changes GTP binding to wildtype dog Rab2A, up or down | GTP binding activity, % at 10 µM | AID 760 | 0.19% of 190,000 active | GST-Rab2 wt beads, Bodipy-GTP binding, flow cytometry;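 active = GTP binding activity at least 20 points away from 100%, either lowered or raised; inconclusive = signal likely due to the compound's own green fluorescence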;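 note: 0% = beads with excess unlabeled GTP and 100% = no-compound control corrected for plate trend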
Rac1 act GTP bind = human Rac1 activated mutant GTP binding change. AID 764. percent activity (GTP binding), % at 10 µM. GST-Rac1 activated beads, fluorescent GTP binding, flow cytometry; actives lie on both sides; 100% means binding = to untreated wells. 0.11% of 190,000 active;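 active = GTP binding at least 20 percentage points away from the 100% baseline, in either direction, so actives lie on both sides; inconclusive = Compound likely fluorescent itself, or too few beads counted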
* hit, by the source's call; ? = inconclusive; / = not tested or not shown.

Under each structure: Rac1 wt GTP bind | Pf gametocyte | HRas wt GTP bind | Cdc42 wt GTP | Mcl-1 Bim block | Mcl1 Bid PPI | Mcl1-Noxa inh | Avidin bead fluor | Rab7 wt modul | Rab2A wt mod | Rac1 act GTP bind
> Cc1cc(C)cc(CC2CC(=O)N(c3nc(C)cc(C)n3)C2=O)c1 (centres undefined)
  106 | / | 102 | 101 | -2 | -4 | 8 | 24 | 96 | 98 | 98
> CCN(CC)CC(O)COc1ccc2c(c1)c(C(C)=O)c(C)n2-c1ccccc1 (centres undefined)
  102 | 19 | 100 | 103 | -3 | -10 | 2 | 7 | 90 | 99 | 101
> CC(C)(C)OC(=O)NCC(=O)Oc1cc2oc(=O)cc(-c3ccccc3)c2cc1Cl
  95 | -6 | 94 | 90 | -2 | 3 | 23 | 17 | 97 | 94 | 92
> COc1ccc(NC2=C(C(C)=O)C(c3ccc4c(c3)OCO4)C(C(C)=O)C(C)(O)C2)cc1 (centres undefined)
  101 | / | 99 | 100 | -2 | -8 | 3 | 5 | 97 | 98 | 98
> COc1cc(NCCCCCCCN)c2ncccc2c1
  99 | / | 93 | 95 | 22 | -23 | 32 | 5 | 97 | 95 | 89
> O=C(O)CCC(=O)NNC(=O)COc1ccc(Cl)cc1Cl
  98 | -2 | 97 | 97 | -2 | -10 | 23 | 10 | 100 | 97 | 95
> O=C(CNC(=O)c1ccc(-c2ccccc2)cc1)OCc1c(Cl)cccc1Cl
  105 | / | 101 | 101 | -5 | -24 | -1 | 3 | 100 | 100 | 101
> O=C(C1CCN(S(=O)(=O)c2ccc(F)cc2)CC1)N1CCOCC1
  104 | / | 100 | 104 | 2 | -3 | 2 | 110* | 96 | 99 | 101
> COCC(=O)Nc1nnc(CCc2ccccc2)s1
  101 | / | 100 | 100 | / | 1 | 4 | 11 | 99 | 99 | 99
> Cc1cc(Cl)ccc1OC(C)C(=O)Nc1ccc(S(=O)(=O)Nc2cnc3ccccc3n2)cc1 (centres undefined)
  95 | -16 | 97 | 93 | 0 | -4 | 6 | / | 96 | 96 | 95
> O=C(COC(=O)c1cccs1)Nc1cccc(S(=O)(=O)N2CCOCC2)c1
  104 | 1 | 101 | 103 | -6 | -3 | -7 | 13 | 99 | 101 | 101
> CN1CCN(C(=S)Nc2cccc(C(F)(F)F)c2)CC1
  98 | 10 | 100 | 99 | -1 | -69 | 13 | 15 | 103 | 101 | 102
> CC1CCN(C(=O)C(Cc2ccccc2)n2cccc2)CC1 (centres undefined)
  101 | / | 98 | 101 | 0 | -38 | -1 | 7 | 98 | 101 | 99
> CCOc1ccc(S(=O)(=O)N(CC(N)=O)c2ccc(C)cc2)cc1
  99 | / | 100 | 100 | -2 | -25 | 2 | 13 | 101 | 98 | 94
> CCOC(=O)CNC(=O)Cn1cnc2c(nnn2-c2cccc(Cl)c2)c1=O
  97 | -9 | 96 | 98 | -2 | -47 | -6 | 13 | 95 | 97 | 97
> Cc1nc2sccn2c(=O)c1CCN1CCC(=C(c2ccccc2)c2ccc(F)cc2)CC1
  101 | / | 98 | 99 | -2 | -10 | -5 | 11 | 91 | 97 | 100
> COC(=O)c1ccc[n+](CC(=O)Nc2ccc(OC(F)F)cc2)c1
  98 | -10 | 97 | 97 | -1 | 17 | 23 | 9 | 100 | 96 | 96
> Cc1[nH]c(=O)[nH]c(=O)c1S(=O)(=O)N1CCCC(C(=O)N2CCN(c3ccccc3Cl)CC2)C1 (centres undefined)
  104 | / | 103 | 104 | -3 | -9 | 13 | 6 | 101 | 104 | 99
> CC(NC(=O)CN(C)Cc1cccs1)c1ccccc1 (centres undefined)
  101 | 12 | 97 | 99 | -2 | -1 | -4 | 6 | 96 | 97 | 98
> CN(Cc1ccccc1)c1nc2c(c(=O)n(C)c(=O)n2C)n1CCCc1ccccc1
  99 | / | 102 | 103 | -5 | -21 | 5 | 14 | 96 | 103 | 99
> O=C(O)/C=C/C(=O)Nc1cccc(C(F)(F)F)c1
  100 | 11 | 98 | 99 | 3 | 12 | 30 | 6 | 97 | 98 | 95
> Cc1nn(-c2ccccc2)c(C)c1NC(=O)COc1ccc(F)cc1Cl
  107 | 5 | 101 | 104 | -5 | -20 | 13 | 14 | 99 | 99 | 99
> CN1/C(=C/C2CC(=O)N(c3ccc([N+](=O)[O-])cc3)C2=O)C(C)(C)c2ccccc21 (centres undefined)
  ? | / | ? | ? | -2 | -30 | 34 | 14 | ? | ? | ?
> COCCNC(=O)CCCn1c(=O)c2cc(OC)c(OC)cc2n(CC(=O)c2ccccc2)c1=O
  101 | -5 | 99 | 96 | -3 | 0 | -10 | 23 | 96 | 97 | 97
> CCOc1ncccc1C(=O)OCC(=O)Nc1ccc(S(=O)(=O)N2CCOCC2)cc1
  102 | / | 101 | 101 | -7 | -20 | -5 | 10 | 99 | 99 | 97
> Cc1ccc(NC(=O)C2Cc3ccccc3C(=O)O2)cc1 (centres undefined)
  97 | 5 | 95 | 95 | 0 | -6 | -15 | 6 | 95 | 97 | 95
> O=C(O)c1ccc(N/N=C/c2ccc(F)c(F)c2)cc1
  102 | 7 | 99 | 102 | 0 | -13 | 7 | 13 | 100 | 102 | 98
> C/C(N)=C(/C#N)C(=O)COC(=O)c1ccncc1
  99 | -13 | 102 | 101 | -2 | -27 | -5 | 7 | 97 | 100 | 99
> CC(=O)Nc1ccc(-n2c(=O)c3ccccc3c3ccccc3c2=O)cc1
  101 | -9 | 95 | 96 | 0 | 14 | -1 | 5 | 99 | 98 | 97
> O=C(COC(=O)c1cccs1)Nc1ccc(S(=O)(=O)N2CCOCC2)cc1
  103 | 5 | 100 | 105 | -4 | -19 | 9 | 15 | 100 | 97 | 99

Limited to Mcl1-Noxa inh and Rab2A wt mod (7 entries from above):
molecule	Mcl1-Noxa inh	Rab2A wt mod
O=C(COC(=O)c1cccs1)Nc1cccc(S(=O)(=O)N2CCOCC2)c1	-7	101
CN1CCN(C(=S)Nc2cccc(C(F)(F)F)c2)CC1	13	101
CC1CCN(C(=O)C(Cc2ccccc2)n2cccc2)CC1 (centres undefined)	-1	101
CCOc1ccc(S(=O)(=O)N(CC(N)=O)c2ccc(C)cc2)cc1	2	98
CCOC(=O)CNC(=O)Cn1cnc2c(nnn2-c2cccc(Cl)c2)c1=O	-6	97
Cc1nc2sccn2c(=O)c1CCN1CCC(=C(c2ccccc2)c2ccc(F)cc2)CC1	-5	97
COC(=O)c1ccc[n+](CC(=O)Nc2ccc(OC(F)F)cc2)c1	23	96

Returning to the listing, starting 2 compounds before the break.
Under each structure: Rac1 wt GTP bind | Pf gametocyte | HRas wt GTP bind | Cdc42 wt GTP | Mcl-1 Bim block | Mcl1 Bid PPI | Mcl1-Noxa inh | Avidin bead fluor | Rab7 wt modul | Rab2A wt mod | Rac1 act GTP bind
> CC(=O)Nc1ccc(-n2c(=O)c3ccccc3c3ccccc3c2=O)cc1
  101 | -9 | 95 | 96 | 0 | 14 | -1 | 5 | 99 | 98 | 97
> O=C(COC(=O)c1cccs1)Nc1ccc(S(=O)(=O)N2CCOCC2)cc1
  103 | 5 | 100 | 105 | -4 | -19 | 9 | 15 | 100 | 97 | 99
> C/C(=N\OC(=O)Nc1ccc(Cl)cc1)c1ncc(C(F)(F)F)cc1N1CCOCC1
  99 | / | 98 | 100 | 4 | -66 | 8 | 32 | 100 | 100 | 98
> Cc1nn(CC(=O)NCc2ccccc2)c(=O)c2ccccc12
  91 | 3 | 95 | 95 | -3 | -9 | / | 10 | 96 | 94 | 92
> CCOc1ccc(NC(=O)CSc2nnc(C)n2CC2CCCO2)cc1 (centres undefined)
  97 | / | 99 | 98 | -2 | 1 | 11 | 10 | 97 | 98 | 95
> CN(C)c1ccc(/C=C2\SC(=O)N(CC(O)Cn3c4ccccc4c4ccccc43)C2=O)cc1 (centres undefined)
  99 | 9 | 98 | 100 | 6 | -8 | -2 | 12 | 101 | 100 | 97
> Cc1ccc(OCCn2cc(C(=O)O)c3ccccc32)cc1
  105 | 25 | 99 | 102 | -5 | -8 | -8 | 6 | 107 | 103 | 100
> CCN(CC)Cc1cc(C(=O)O)c(C)o1
  97 | -3 | 98 | 100 | -1 | -4 | 11 | 13 | 103 | 102 | 93
> COc1ccc(N2CCN(c3oc(Cc4ccccc4)nc3C#N)CC2)cc1
  107 | -24 | 106 | 108 | -1 | -31 | -5 | 42 | 104 | 104 | 103
> COc1cccc(-n2cc(CNCc3cn(C)nc3-c3ccccc3F)cn2)c1
  94 | -10 | 95 | 96 | 0 | -24 | -5 | 1 | 98 | 96 | 93
> CNC(=S)N(Cc1ccc(OC)cc1)Cc1cc2ccc(C)cc2[nH]c1=O
  90 | -1 | 92 | 92 | 0 | -36 | 8 | 8 | 101 | 101 | 93
> O=C(CN(Cc1ccco1)C(=O)CNS(=O)(=O)c1ccc(Cl)cc1)NC1CCCCC1
  105 | 18 | 104 | 99 | -3 | -31 | 2 | 11 | 101 | 102 | 101
> COc1ccc(C2C(C(N)=O)=C(C)Nc3ncnn32)cc1 (centres undefined)
  109 | 0 | 104 | 104 | 0 | -9 | -2 | 12 | 104 | 104 | 104
> COc1cc(/C=C(\C#N)C(=O)Nc2cc(C(F)(F)F)ccc2Cl)ccc1OCC(=O)Nc1cccc(C(F)(F)F)c1
  99 | / | 103 | 105 | 0 | 2 | 13 | 1 | 102 | 102 | 104
> COc1ccc2[nH]c3c(=O)n(Cc4ccc(C(=O)N5CCCCCC5)cc4)c(=S)[nH]c3c2c1
  94 | 2 | 94 | 93 | -3 | -10 | 60* | 7 | 99 | 93 | 92
> COC(=O)c1c(C(C)=O)cnc2ccc(Br)cc12
  98 | / | 97 | 102 | -1 | 8 | -8 | 23 | 100 | 95 | 95
